UTI89 phage lysis: inhibition of K1F phage lysis, E. coli UTI89, bacterial capsule biogenesis inhibitors, alamar blue (AID 488966). hit rate 0.02% among 340,000. one-dose inhibition, % at 100 µM; IC50 in µM for titrated hits. E. coli UTI89 K1F phage lysis, alamar blue, 2 h; higher % means a stronger effect;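 active means phage lysis inhibition, versus mean bacterial control, above a set limit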;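 further: capsule biogenesis inhibitors block K1F phage lysis so surviving cells raise fluorescence; higher fluorescence means more inhibition of phage lysis; actives were called in the ten point dose series up to 300 µM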
Siah-1 displacement: Siah-1 peptide-binding antagonists, primary screen, biochemical, fluorescence polarization, rhodamine-plectin, uHTS (AID 1817). Siah-1 / rhodamine-plectin peptide fluorescence polarization; higher % means a stronger effect. one-dose displacement, % at 20 µM; IC50 in µM for titrated hits. hit rate 0.02% among 290,000;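 active means displacement of at least 50% at 20 µM, with a fluorescence ratio check between 0.3 and a set limit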;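 further: plate controls were Siah plus tracer with DMSO for no effect and tracer alone without Siah for full effect; strong numbers were not always called active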
Hep lipid drop: hepatic lipid droplet formation modulation. AML12 mouse hepatocytes, oleate lipid droplets, BODIPY imaging. inhibition, % at 6.5 µM. hit rate 0.4% among 240,000. AID 1656;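 active means lipid droplet intensity inhibited by at least 50%, with more than 500 cells counted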
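material = mouse AML12 hepatocyte cell line, fixed after treatment | also added = 100 µM oleic acid challenge | doses = compound at 6.5 µM only | schedule = overnight exposure | technique = Image-based BODIPY and DAPI two-channel analysis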
Hep lipid drop cells 6.5 µM: recorded beside Hep lipid drop, whose call it bears; cell count; measured here: cell count, cytotoxicity flag;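 cells counted across two imaged fields per well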
* hit, by the source's call; [ ] = dose if it differs, or a comment.

SMILES	UTI89 phage lysis	Siah-1 displacement	Hep lipid drop	Hep lipid drop cells 6.5 µM
COc1cccc(S(=O)(=O)NCC(=O)N2CCCC2)c1	-0.4%	-0.6%	-2.9	779
CS(=O)(=O)c1ccc2nc(NC(=O)c3cccc(Cl)c3)sc2c1	0.1%	1.1%	12.8	836
Brc1ccccc1OCCCOc1cccc2cccnc12	-0.5%	2.4%	8.2	808
O=C(Nc1ccc(S(=O)(=O)Nc2nccs2)cc1)c1nn(-c2ccc(F)cc2)ccc1=O	0.5%	63.7%	11.9	687
Cc1ccc(C)c(NC(=O)c2cc[n+](C)cc2)c1	0.3%	-3.4%	9.3	854
Cc1cccc(NCc2nc(SCC(=O)Nc3ccccc3Br)n[nH]2)c1	0.5%	1.4%	-0.1	749
CC1Sc2ccc(S(=O)(=O)CCC(=O)Nc3ccc(C(C)C)cc3)cc2NC1=O (stereo not given)	-0.1%	7.1%	0.3	789
O=C(CN1CCN(S(=O)(=O)/C=C/c2ccccc2)CC1)NCC(F)(F)F	0.2%	-0.4%	11.2	771
COc1cccc(-c2nc(-c3ccccc3)c(-c3ccccc3)[nH]2)c1OCC(=O)O	-0.6%	2.1%	1.4	784
O=C(NCCc1cccc(Cl)c1)c1cc2ccccc2oc1=O	0.9%	5.4%	-6.1	842
CCOC(=O)N1CCC(NC(=O)c2oc3c(F)cccc3c2C)CC1	4.2%	-1.3%	-20.6	721
Cc1cc(=O)[nH]c2ccc(S(=O)(=O)Nc3ccc(O)cc3)cc12	0.6%	1.3%	-3.2	808
COc1ccc(CCNC(=O)[C@H](C)NC(=O)[C@@H]2CSC3c4ccccc4C(=O)N32)cc1 (stereo not given in full)	0.5%	2.9%	-5.1	700
COc1cc2c(cc1OC)/C(=C/C(=O)c1ccc(C)cc1)NCC2	-0.8%[50 µM]	2.4%	-0.9	795
COc1ccccc1CNC(=O)C1CCN(C(=O)[C@@H]2Cc3ccccc3CN2)CC1	0.3%	8.6%	9.0	713
CC(C)Cc1ccc(CN2CCC(n3nccc3NC(=O)C3CCCC3)CC2)cc1	-0.4%[50 µM]	0.8%	-21.3	779
Cc1ccc(NC(=O)CN(C)CC(=O)Nc2sc3c(c2C(N)=O)CCC3)cc1	-0.1%	4.2%	5.9	883
O=C(O)c1cccc(Nc2nc3ccccc3nc2NS(=O)(=O)c2cccs2)c1	1.6%	-0.7%	-5.8	711
COc1cccc(C(=O)NCC(=O)NCc2cc(=O)n(C)c(=O)n2C)c1	-0.1%	-0.7%	6.0	761
COCCC(=O)N1CCC(C(=O)Nc2ccc(Oc3ccccc3)nc2)CC1	0.4%	-1.3%	0.4	728
CCOC(=O)C1CCN(S(=O)(=O)c2ccc3c(c2)NC(=O)C(C)C(=O)N3)CC1 (stereo not given)	0.6%	-1.4%	63.2*	740*
C=CCn1c(=O)c2ccccc2n2c(SCC(C)=O)nnc12	-0.1%	-3.9%	-3.9	783
Cc1ccc(N(Cc2cc(=O)[nH]c3ccccc23)C(=O)CCl)cc1	-0.9%[50 µM]	1.6%	-7.9	856
COc1cc(/C=C2/C(=N)N3N=C(C(C)C)SC3=NC2=O)ccc1OS(=O)(=O)c1ccccc1	-0.2%	-2.3%	-15.1	743
O=C(c1cc(-c2cccc(Cl)c2)on1)N1CCN(c2ccccc2)CC1	0.1%	-5.0%	5.3	797

Next part:
SMILES	UTI89 phage lysis	Siah-1 displacement	Hep lipid drop	Hep lipid drop cells 6.5 µM
Cc1ccc2c(NC(=O)c3ccco3)cccc2n1	1.4%[50 µM]	1.1%	25.8	865
COc1cc(-c2cc(-c3ccc(N)cc3)[nH]c(=O)c2C#N)cc(OC)c1OC	-1.8%	6.7%	7.5	765
CCNC(=O)NC(=O)C(C)Sc1nc2ccccc2c(=O)n1-c1cccnc1 (stereo not given)	-0.1%	0.4%	-2.3	788
CC(C)c1cccc(C(C)C)c1NC(=O)CN1C(=O)NC2(CCCC2)C1=O	0.1%	9.6%	19.9	786
CCc1ccc(N(CC(=O)NC(C)C)C(=O)CCC(=O)Nc2nccs2)cc1	0.1%	-3.0%	-17.1	847
O=C(NCc1ccccc1Cl)C1CCN(S(=O)(=O)N2CCCC2)CC1	0.1%	-2.3%	-4.0	732
Cc1cccc(NC(=O)Cn2nc(-c3cccs3)ccc2=O)c1C	0.1%	-0.4%	-11.5	786
Cc1ccc(N=C(NO)c2cnccc2C(F)(F)F)c(C)c1	0.0%	4.3%	-12.9	421
CC(=O)Nc1ccc(Nc2nc(C(F)(F)F)nc3c2nnn3Cc2ccccc2Cl)cc1	0.0%	-1.6%	-1.6	844
Cn1ncc(Br)c1C(=O)NC1CCCC1	1.7%[50 µM]	-3.5%	2.2	870
O=C(Cc1ccccc1)NCC(=O)Nc1cccc(Cl)c1	0.5%	11.1%	-8.1	758
COc1cc(NC(=O)c2ccc([N+](=O)[O-])o2)ccc1NC(=O)c1ccco1	0.5%	-5.1%	0.9	742
O=C(CN(Cc1ccccc1)C(=O)CNS(=O)(=O)c1ccccc1)NCc1ccco1	0.1%	3.1%	-13.1	736
CCOC(=O)c1ccc2c(c1)nc(-c1ccccn1)n2CC	-0.2%	-0.8%	1.2	703
Cc1ccc(Cn2ncc3c(NCCCN(C)C)ncnc32)cc1	0.3%	0.2%	4.0	844
Cc1cc(=O)n2nc(N3CCC(C(=O)NCc4cccc(Cl)c4)CC3)sc2n1	-0.1%	-0.3%	11.4	634
Cc1ccc(C)c(N2CCN(C(=O)c3ccc4nc(N5CCOCC5)sc4c3)CC2)c1	0.6%	1.8%	-2.5	636
COCCN=C1N[C@@H](c2cccc(C(F)(F)F)c2)C(C(=O)OC)=C(C)N1Cc1ccccc1	1.3%	11.9%	-11.5	740
CC1CCN(C(=O)CSc2nnc(CNC(=O)c3ccc(F)cc3)o2)CC1	0.0%	8.3%	6.2	843
COCCNC(=O)CSc1n[nH]c(=O)n1CCc1ccccc1	0.4%	-1.2%	-1.5	899
O=C(N/N=C/c1ccoc1)c1ccc(Cl)cc1Cl	0.1%	5.8%	0.7	833
Cc1nc2scc(C)n2c(=O)c1S(=O)(=O)N1CCN(c2ccc([N+](=O)[O-])cc2)CC1	0.4%	-0.1%	0.2	756
COC(=O)[C@H](Cc1c[nH]c2ccccc12)NC(=O)NCc1ccccc1	0.2%	-1.1%	-1.5	839
COc1ccc(CNC(=O)c2nn(C)c3c2CS(=O)(=O)c2ccccc2-3)cc1	0.0%	-0.1%	3.9	740
COCC(=O)N1CCC(Oc2ccc(C(=O)NC(C)c3nccs3)cc2)CC1 (stereo not given)	0.0%	3.8%	0.0	812

Some values from the results shown.
COc1cc2c(cc1OC)/C(=C/C(=O)c1ccc(C)cc1)NCC2 – UTI89 phage lysis = -0.8%[50 µM]
O=C(Nc1ccc(S(=O)(=O)Nc2nccs2)cc1)c1nn(-c2ccc(F)cc2)ccc1=O – Hep lipid drop = 11.9

A different layout for some results above.
SMILES: Cc1ccc(N(Cc2cc(=O)[nH]c3ccccc23)C(=O)CCl)cc1
- UTI89 phage lysis = -0.9%[50 µM]
- Siah-1 displacement = 1.6%
- Hep lipid drop = -7.9
- Hep lipid drop cells 6.5 µM = 856

SMILES: COc1cc(/C=C2/C(=N)N3N=C(C(C)C)SC3=NC2=O)ccc1OS(=O)(=O)c1ccccc1
- UTI89 phage lysis = -0.2%
- Siah-1 displacement = -2.3%
- Hep lipid drop = -15.1
- Hep lipid drop cells 6.5 µM = 743

SMILES: O=C(c1cc(-c2cccc(Cl)c2)on1)N1CCN(c2ccccc2)CC1
- UTI89 phage lysis = 0.1%
- Siah-1 displacement = -5.0%
- Hep lipid drop = 5.3
- Hep lipid drop cells 6.5 µM = 797

SMILES: Cc1ccc2c(NC(=O)c3ccco3)cccc2n1
- UTI89 phage lysis = 1.4%[50 µM]
- Siah-1 displacement = 1.1%
- Hep lipid drop = 25.8
- Hep lipid drop cells 6.5 µM = 865

(continued)
SMILES	UTI89 phage lysis	Siah-1 displacement	Hep lipid drop	Hep lipid drop cells 6.5 µM
CCC1(c2ccccc2)NC(=O)N(CC(=O)NCc2ccc(C)cc2)C1=O (stereo not given)	0.1%	-0.2%	-16.5	825
CC(=O)c1cc2c(cc1NS(=O)(=O)c1cccc(C(=O)O)c1)OCO2	0.3%	6.1%	0.3	785
CCCCCN1CC(=O)N2Cc3[nH]c4ccccc4c3C[C@H]2C1=O	0.0%	2.5%	2.7	809
Nc1nc(C(c2ccccc2)c2ccccc2)cs1	0.1%	-1.0%	-7.8	805
O=C(OCc1ccc(-c2ccccc2)cc1)c1cccc(O)c1	-0.3%	-1.1%	2.7	832
Cc1cc2c(SCC(=O)NC3CCCCC3)ncnc2s1	0.0%	2.9%	-3.1	760
Cc1c(C)c2cc(Cl)c(OCC(=O)NC3CC(C)(C)NC(C)(C)C3)cc2oc1=O	-0.1%	7.3%	-7.9	745
COc1ccc(C2c3ccc4ccccc4c3Oc3ncn(CCO)c(=N)c32)cc1 (stereo not given)	-0.5%[50 µM]	-3.0%	2.4	826
COc1ccc(CCN2C(=O)N[C@@H](CCC(=O)O)C2=O)cc1	0.0%	1.6%	-26.0	732
O=C(CCN1C(=O)COc2ccccc21)NCCCN1CCCC1	0.2%	-3.9%	-0.8	672
Cc1c(CC(=O)NCCCC(=O)O)c(=O)oc2cc3c(cc12)CCC(C)(C)O3	0.0%	5.1%	0.9	785
CCN(CC(=O)NCc1ccncc1)S(=O)(=O)c1cc(Cl)ccc1Cl	0.1%	-2.2%	-6.9	731
CCn1nc(NC(=O)C(C)C)c2cc3cccc(C)c3nc21	-0.1%	3.5%	23.4	802
CCc1nnc2n1N=C(c1ccc(Cl)cc1Cl)CS2	0.3%	-1.8%	11.2	761
CCN(CC)C(=O)Cn1cc(C(=O)C(=O)N2CCN(c3ccc(OC)cc3)CC2)c2ccccc21	0.6%	1.1%	-1.0	731
CC(=O)Nc1ccc(S(=O)(=O)N2CCN(S(=O)(=O)c3ccc(NC(C)=O)cc3)CC2)cc1	-0.1%[50 µM]	6.6%	-3.1	842
COc1cccc(CN(C)CC(O)COc2cc(Cl)ccc2Cl)c1 (stereo not given)	0.1%	0.8%	-15.2	800
Cc1ccc(-c2ccc(C#N)c(=O)n2CC(=O)N(C)C)cc1	-1.6%	-1.9%	4.0	888
O=C(Nc1cccc(Cl)c1)C1CCN(C(=O)c2cccs2)CC1	0.8%	0.4%	6.7	770
Cc1n[nH]c(=O)c2c(NC(=O)CSc3nc4ccccc4c(=O)n3CCCOC(C)C)oc(C)c12	0.2%	0.4%	-0.6	859
COCC1CCCN(C(=O)c2ccc3oc(CCCc4ccccc4)nc3c2)C1 (stereo not given)	0.0%	2.8%	-1.4	688
COc1ccc(NC(=O)C2CCN(S(=O)(=O)c3cccc4nonc34)CC2)cc1	-0.2%	-3.3%	10.9	837
CCC(C)NC(=O)c1cc(-c2ccc3c(c2)OCO3)on1 (stereo not given)	1.3%	-0.7%	-6.5	820
Cc1ccc(NC(=O)c2cccc(S(=O)(=O)N3CCN(c4ccc(F)cc4)CC3)c2)nc1	0.1%	-1.4%	-53.5	393
CC(=O)c1ccc(NS(=O)(=O)c2cccc(C(=O)Nc3ccccc3C(=O)O)c2)cc1	0.2%	12.7%	-0.5	806

(further entries)
SMILES	UTI89 phage lysis	Siah-1 displacement	Hep lipid drop	Hep lipid drop cells 6.5 µM
COc1ccc(/C(C)=N/NC(=O)c2nnn(-c3nonc3N)c2-c2cccs2)cc1	-0.1%	0.3%	-14.7	705
O=C(Nc1nnc(-c2ccc(F)cc2)o1)c1ccc(S(=O)(=O)N2CCOCC2)cc1	0.0%	9.9%	2.2	786
CCN(CC(=O)NCc1ccc(F)cc1)C(=O)Cc1c(F)cccc1Cl	0.1%	6.1%	-11.6	769
O=C(NCc1cccs1)C1CCCN(C(=O)Nc2ccccc2)C1 (stereo not given)	0.1%	-2.3%	-9.2	772
COc1ccc(NC(=O)C2CCCN(S(=O)(=O)c3ccc4c(c3)CC(C)N4C(C)=O)C2)cc1 (stereo not given)	-0.2%	-0.8%	-7.4	722
Cc1ccccc1C(=O)Nc1nnc(S(=O)(=O)N2CCCCCC2)s1	-0.9%	-1.0%	0.4	690
Cc1cc2oc(C(=O)N3CCN(CCc4ccccn4)CC3)c(C)c2cc1C	0.3%	1.5%	-4.9	701
CCc1nnc(N/N=C/c2c(F)cccc2Cl)n1N	-0.9%	1.1%	-2.2	854
O=C(C[n+]1cccc(Br)c1)c1cccs1	0.2%	2.2%	2.6	773
Cc1cc(C)cc(NC(=O)CCc2c(C)nn(-c3ccc(N4CCCCC4)nn3)c2C)c1	0.0%	8.3%	10.2	672
CCOc1ccc(N(CC)C(=O)CCS(=O)(=O)c2cccc3nonc23)cc1	2.0%	10.7%	-17.6	772
Cc1nc(C)c(C(=O)Nc2cccc(F)c2)s1	0.3%	6.0%	-4.7	779
COc1cc(-c2noc(C3CCCN(C(=O)c4c(F)cccc4F)C3)n2)cc(OC)c1OC (stereo not given)	0.6%	1.7%	-9.3	804
Cc1ccn2c(CNC(C)c3cn(C)nc3C)c(C(=O)N3CCCCCC3)nc2c1 (stereo not given)	-0.2%	-6.4%	11.9	664
COc1ccc(C(c2c(C)n(C)n(-c3ccccc3)c2=O)c2c(C)n(C)n(-c3ccccc3)c2=O)cc1OC	0.1%	3.6%	-18.6	770
FC(F)(F)c1ccccc1N/N=C/c1cccnc1	0.5%	9.4%	-12.8	791

Only part of the results is shown, so the mix of outcomes need not match the whole.
